Pin1 inhibitor: human Pin1 inhibition. Q13526. Pin1 FP peptide displacement, HiFluor488, 10 min. Potency, µM (doses to about 115 µM), for the others: at the top dose activity, negative = inhibition, actives largely listed as inhibitors. hit rate 0.009% among 390,000. AID 504891; active means well fitted inhibition curve with a large enough effect in the polarisation, with a control signal flat, not every such curve was filed as active; inconclusive means small, poorly fitted or top-dose-only effect, or effect the other way, or a change in a side signal; inactive means no such curve, though single readings can be large or run the other way; the % refers to the polarisation; further: on the % scale 0 is the no-effect control and ±100 the full control effect
Target sequence (Q13526 whole entry, looked up): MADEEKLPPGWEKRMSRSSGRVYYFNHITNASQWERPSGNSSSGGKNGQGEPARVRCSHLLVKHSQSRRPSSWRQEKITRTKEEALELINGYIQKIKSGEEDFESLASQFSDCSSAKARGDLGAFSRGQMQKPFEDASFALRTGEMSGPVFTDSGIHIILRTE
HP1b binding inh: HP1-beta chromodomain-methylated histone interaction inhibition; P83916; AlphaScreen HP1-beta / biotin-H3K9me3 peptide binding; Potency, µM (titrated, usually from 114 µM), inactives show at the top dose activity change, negative = inhibition, usual class: inhibitors; hit rate 0.56% among 390,000; further: nearly all actives have a fitted effect of over 70% in size; inactives centre near 23
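Compound inhibition of the preformed complex between 50 nM HP1-beta and 50 nM biotinylated H3K9me3 peptide was read by AlphaScreen. Buffer was PBS pH 7.4 with 0.01% Tween-20. Incubations ran 30 min at room temperature, with 10 ug/mL donor/acceptor beads.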
GLS inh: inhibitors of human glutaminase (GLS). O94925. GLS enzymatic activity, qHTS titration. Potency, µM (highest dose often 45.5 µM), without a hit: at the highest dose activity change, negative = inhibition, usual class: inhibitors. hit rate 0.21% among 410,000. AID 624170; further: on the % scale 0 is the no-effect control and ±100 the full control effect
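Compounds were pin-transferred onto hKGA, after which L-glutamine (1 mM solution) and a detection mix of glutamate oxidase, HRP and Amplex Red were added. Initial and 30 min RT fluorescence reads were collected.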
JMJD2A Tudor inh: inhibitors of human JMJD2A Tudor domain | O75164 | AlphaScreen JMJD2A-Tudor / H3K4me3 peptide binding | Potency, µM (highest dose often 114 µM), for inactives: at the highest dose activity change, negative = inhibition, most hits filed as inhibitors | hit rate 4.4% among 390,000; further: on the % scale 0 is the no-effect control and ±100 the full control effect; nearly all actives have a fitted effect of over 50% in size
12-LOX inh: inhibitors of human 12S-lipoxygenase ALOX12. P18054. purified 12hLO, xylenol orange hydroperoxide absorbance. Potency, µM (highest dose often 108 µM), inactives show at the top dose activity change, negative = inhibition, usual class: inhibitors. hit rate 1.1% among 580,000; further: on the % scale 0 is the no-effect control and ±100 the full control effect
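Purified human 12hLO (150 nM final) in 25 mM Hepes, 0.01% Triton X-100, pH 7.0 was preincubated 15 min at room temperature with compound. Then 40 uM arachidonic acid was added, 30 min. Hydroperoxide was read by Fe-XO absorbance ratio 573/405 nm.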
PGK inhibitor: T. brucei PGK inhibition; Potency, µM (doses to about 57.5 µM), inactives show at the highest dose activity change, negative = inhibition, usual class: inhibitors; hit rate 0.043% among 380,000; PGK/GAPDH coupled, Kinase-Glo luminescence, 60 min; P07378; further: on the % scale 0 is the no-effect control and ±100 the full control effect; nearly all actives have a fitted effect of over 60% in size
Target sequence (P07378 whole entry, looked up): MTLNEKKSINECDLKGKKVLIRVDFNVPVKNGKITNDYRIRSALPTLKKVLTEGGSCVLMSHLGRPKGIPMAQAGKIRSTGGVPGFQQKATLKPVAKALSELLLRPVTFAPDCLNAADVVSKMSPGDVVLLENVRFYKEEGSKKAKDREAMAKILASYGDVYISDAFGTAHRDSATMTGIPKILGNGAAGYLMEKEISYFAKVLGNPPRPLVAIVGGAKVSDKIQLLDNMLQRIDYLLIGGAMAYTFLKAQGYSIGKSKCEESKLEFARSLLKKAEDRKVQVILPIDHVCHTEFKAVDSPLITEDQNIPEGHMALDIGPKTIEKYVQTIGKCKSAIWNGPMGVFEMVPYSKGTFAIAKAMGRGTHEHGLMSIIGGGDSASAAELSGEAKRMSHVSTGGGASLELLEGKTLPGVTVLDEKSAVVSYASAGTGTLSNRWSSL
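Luminescent ATP detection (Kinase-Glo Plus) follows a 60-minute room-temperature incubation, with wells lacking PGK as controls. Buffer: 100 mM TEA (pH 7.6), 5 mM MgCl2, 0.01% Tween-20. Coupling enzyme GAPDH (100 nM final) supplies unstable 1,3-BPG in-well.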
ERG-DNA inh: inhibitors of human ERG Ets domain-DNA interaction; P11308; fluorescence polarization, His-ERG Ets domain / labelled DNA; Potency, µM (doses to about 76.9 µM), for the others: at the highest dose FP activity, negative = inhibition, most hits filed as inhibitors; hit rate 0.028% among 370,000; AID 624246; active means well fitted inhibition curve with a large enough effect in the polarisation, with a control signal flat; inconclusive means small, poorly fitted or top-dose-only effect, or effect the other way, or a change in a side signal; inactive means no such curve, though single readings can be large or run the other way; the % refers to the polarisation;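 further: polarization taken with two DNA probes labelled with fluorescein and Texas red; % of control where 0% means no effect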
Target sequence (P11308 whole entry, looked up, the tested form may be a part): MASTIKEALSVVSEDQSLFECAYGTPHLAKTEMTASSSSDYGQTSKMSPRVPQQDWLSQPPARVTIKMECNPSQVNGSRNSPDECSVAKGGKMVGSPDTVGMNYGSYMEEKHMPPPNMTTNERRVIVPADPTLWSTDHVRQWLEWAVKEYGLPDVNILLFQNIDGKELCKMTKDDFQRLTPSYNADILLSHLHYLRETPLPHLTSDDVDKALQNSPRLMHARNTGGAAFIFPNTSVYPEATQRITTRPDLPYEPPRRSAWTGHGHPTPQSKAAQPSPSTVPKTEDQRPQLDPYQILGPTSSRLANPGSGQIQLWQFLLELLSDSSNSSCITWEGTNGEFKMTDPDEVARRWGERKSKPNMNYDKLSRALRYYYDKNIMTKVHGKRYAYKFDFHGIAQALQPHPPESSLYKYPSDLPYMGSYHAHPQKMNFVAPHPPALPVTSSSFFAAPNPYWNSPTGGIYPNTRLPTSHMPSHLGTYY
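His-tagged ERG Ets domain (1 uM in the protein solution; 300mM KCl, 50mM Tris-HCl, 1mM EDTA, 1mM DTT, pH 7.5) received compound, then a probe mix of 5 nM fluorescein-DNA and 100nM Texas-615-DNA. Fluorescence polarization was read for both dyes.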
RGS4 inhibitor: human RGS4 inhibition | P49798 | Transcreener GDP fluorescence polarization, RGS4-accelerated GTP hydrolysis | Potency, µM (titrated, usually from 114 µM), for the others: top-dose activity change, negative = inhibition, actives largely listed as inhibitors | hit rate 0.039% among 390,000; further: on the % scale 0 is the no-effect control and ±100 the full control effect; nearly all actives have a fitted effect of over 75% in size; some results filed as inactive show a strong effect at the top dose
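MLSMR compounds (23 nl, pin-transferred) preincubated 10 min at room temperature with a 500nM (2x) first reagent, then RGS4 at 900nM (2x) plus Transcreener GDP mix added; fluorescence polarization (620/688 nm) read before and after 90 min at 30 °C.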
rTrxR1 inhibitor: blocks rat thioredoxin reductase 1 | O89049 | recombinant rTrxR1, NADPH fluorescence consumption, selenite substrate | Potency, µM (highest dose often 114 µM), without a hit: at the top dose activity change, negative = inhibition, most hits filed as inhibitors | hit rate 1% among 390,000; further: on the % scale 0 is the no-effect control and ±100 the full control effect; nearly all actives have a fitted effect of over 65% in size
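Rat TrxR1 (90 nM in the dispensed reagent) was pre-reduced with 400 uM NADPH for 5 min at room temperature, then incubated with compound for 15 min. After 400 uM selenite was added, NADPH fluorescence (Ex 340/Em 450 nm) was followed for 8 min.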
* = called active by the depositor; i = inactive; u = inconclusive; x = not tested or not shown; & = joins results of further samples; [ ] = another dose, or the depositor's remark. Unless noted, the call rests on the fitted dose curve; in most records, active means well fitted curve in the direction sought with a large enough effect; inconclusive means small, poorly fitted or top-dose-only effect, or another doubt; inactive means no such curve, though single readings can be large; an effect the other way counts as inactive or inconclusive. Potency means the concentration at half of the fitted maximal effect. An excerpt; rates above refer to the full screens.

SMILES,GLS inh,RGS4 inhibitor,Pin1 inhibitor,HP1b binding inh,ERG-DNA inh,JMJD2A Tudor inh,PGK inhibitor,12-LOX inh,rTrxR1 inhibitor
O=C(NCCCN1CCCC1=O)c1ccc(Cl)c(Cl)c1,-6%,-4%,20%,31%,-3%,3%,1%,18%,32%[57.1 µM]
O=C(Nc1nc2ccccc2[nH]1)C1CC(=O)N(c2ccc3c(c2)OCCO3)C1 (configuration not stated),-10%,5%,1%,13%,-9%,u,-4%,2%,8%[57.1 µM]
CCOC(=O)c1ccccc1NC(=O)CN(c1ccccc1)S(=O)(=O)N(C)C,0%,-18%,7%,30%,x,-17%,-5%,-19%,15%
COc1ccc(C(=O)Nc2ccc3oc(-c4cccnc4)nc3c2)cc1OC,-2%&-7%,-17%&-18%,2%&30%,66%&53%[activator],-5%&7%,5%&-19%,-1%,0%&-14%,59%&7%[activator]
CCCCC(O)(CCCC)C(=O)NN(C(=O)OC)c1ccc(C)cc1,1%,u,1%,63%[activator],7%,10%[57.1 µM],10%,3%,-10%[2.29 µM]
COc1cc(C(=O)Nc2sc(C(=O)N3CCOCC3)c(C)c2C#N)cc(OC)c1OC,13%,26%,-4%,25%,4%,3%,2%,431%[activator],14%[57.1 µM]
O=CC(=O)c1ccccc1,-3%,-13%,-1%,61%[activator],9%,-6%,i,-5%,14%
O=C(O)/C=C/c1ccc(O)c(O)c1,u,-1%[56.9 µM],-7%,13%,13%,u,i,-23%&-17%,u
CCN(CC)c1ccc(NC(=O)CCc2nc3cccnc3n2Cc2cccs2)c(C)c1,10%,1%,3%,-15%,-1%,20µM*,0%,1%,-8%
Cc1cc(C(=O)COC(=O)c2ccc(NC(=O)CC#N)cc2)c(C)n1CCc1ccc(F)cc1,1%,6%,u,20%,2%,-35%,-11%,16%,10%
Clc1cccc(-c2cc3nc4c(c(NCc5ccco5)n3n2)CCCC4)c1,-5%,-23%,20%,15%,x,-33%,-7%,-11%,12%
Cc1ccc(NC(=S)NCCC2=CCCCC2)cc1,-1%,15%,6%,3%,2%,-7%,i,u,21%[57.1 µM]
O=C(Oc1ccc(Cl)cc1)c1ccc(N2CCOCC2)c([N+](=O)[O-])c1,3%,5%,3%,-21%,8%,u,i,-22%,-2%
COc1cccc(CNC(=O)C2CCN(S(=O)(=O)c3ccc4c(c3)CCCN4C(C)=O)CC2)c1,2%,-25%,1%,30%[57 µM],-6%,-6%,-7%,-14%,17%[57.1 µM]
O=C(OCCOc1ccccc1Cl)c1ccc(-n2cnnn2)cc1,-8%,-12%,-1%,44%[activator],-12%,15%,-9%,-9%,-11%

A run of entries from the list above, as a working copy:
SMILES,GLS inh,RGS4 inhibitor,Pin1 inhibitor,HP1b binding inh,ERG-DNA inh,JMJD2A Tudor inh,PGK inhibitor,12-LOX inh,rTrxR1 inhibitor
O=C(NCCCN1CCCC1=O)c1ccc(Cl)c(Cl)c1,-6%,-4%,20%,31%,-3%,3%,1%,18%,32%[57.1 µM]
O=C(Nc1nc2ccccc2[nH]1)C1CC(=O)N(c2ccc3c(c2)OCCO3)C1 (configuration not stated),-10%,5%,1%,13%,-9%,u,-4%,2%,8%[57.1 µM]
CCOC(=O)c1ccccc1NC(=O)CN(c1ccccc1)S(=O)(=O)N(C)C,0%,-18%,7%,30%,x,-17%,-5%,-19%,15%

Next section:
SMILES,GLS inh,RGS4 inhibitor,Pin1 inhibitor,HP1b binding inh,ERG-DNA inh,JMJD2A Tudor inh,PGK inhibitor,12-LOX inh,rTrxR1 inhibitor
CCN(CC)S(=O)(=O)c1ccc(C(=O)Oc2ccc3c(c2)OCO3)cc1,9%,20%,-5%,37%[activator],4%,2%,2%,-11%,15%[57.1 µM]
Fc1ccccc1Nc1n[nH]c(=S)s1,-9%,u,4%,45µM*,7%,2.8µM*,-1%,25µM*,-26%[57.1 µM]
COc1cc(C#Cc2c(-c3cncn3C)n(C)c3ccc(-c4ccc(OC)c(OC)c4)cc23)cc(OC)c1,-5%,-14%,13%,-9%,-6%,45µM*,-3%,-1%,-20%[57.1 µM]
Cc1ccc(SCCC(=O)Nc2cccc(N(C)S(C)(=O)=O)c2)cc1,8%,-3%,4%,13%,0%,-25%,3%,u,-5%
CCOC(=O)c1cc(CC)sc1NC(=O)Cc1ccsc1,-12%,12%[11.4 µM],-8%,119%[activator],11%,0%[11.4 µM],-3%,32%[activator],-1%
CN1CCCC1CCNc1ccc2oc3ccccc3c(=O)c2c1 (configuration not stated),26%,-7%,-3%,39%,-6%,-18%,-3%,-1%,-26%
O=C1CSC(c2cccc([N+](=O)[O-])c2)N1c1ccc(O)cc1 (configuration not stated),0%,-10%[11.4 µM],0%,47%[activator],-1%,-5%,-2%,-14%,5%
CCOC(=O)C1CCN(C(=O)CCCN2C(=O)c3ccccc3C2=O)CC1,14%,38%,1%,18%,1%,-8%,-5%,-8%,2%[57.1 µM]
CCCCc1nnc(NC(=O)CSc2nc(N)cc(=O)[nH]2)s1,-4%,-6%,u,-16%,-11%,-9%,1%,-3%,12%[57.1 µM]
O=C(NC1CCCCC1)c1cc(C2CC2)nn1-c1ccccc1,-7%,6%,-4%,48%[activator],-17%,4%,4%,1%,31%
CC(C)C(=O)Nc1ccccc1C(=O)OCC(=O)c1ccc2c(c1)OCCO2,5%,-18%,23%,38%,0%,5%,-9%,4%,7%[57.1 µM]
Cc1ccc(NC(=O)COc2ccc(C(=O)c3ccccc3)cc2)c(O)c1,3%,-20%,0%,28%,1%,-8%,-3%,62%[activator],19%
Cc1ccc(-c2nnn(CC(=O)N(CC3CCCO3)C(C(=O)NC(C)(C)C)c3ccc(F)cc3)n2)o1 (configuration not stated),-5%,-31%,-3%,37%,-4%,-22%,i,-7%,-7%
CCn1c(COc2ccc(=O)n(-c3ccccc3)n2)nnc1SCc1ccc(C)cc1,4%,11%,-8%,25%,-5%,-10%,-1%,-1%,10%
Cc1ccc(OC(=O)COc2ccccc2C)cc1,-8%,15%,-11%,152%[activator],5%,134%[activator],-9%,13%,26%

HP1b binding inh, what is marked active above
SMILES,GLS inh,RGS4 inhibitor,Pin1 inhibitor,HP1b binding inh,ERG-DNA inh,JMJD2A Tudor inh,PGK inhibitor,12-LOX inh,rTrxR1 inhibitor
Fc1ccccc1Nc1n[nH]c(=S)s1,-9%,u,4%,45µM*,7%,2.8µM*,-1%,25µM*,-26%[57.1 µM]

Continued:
SMILES,GLS inh,RGS4 inhibitor,Pin1 inhibitor,HP1b binding inh,ERG-DNA inh,JMJD2A Tudor inh,PGK inhibitor,12-LOX inh,rTrxR1 inhibitor
Cn1ccnc1SCC(=O)c1ccc(F)cc1,6%,6%,1%,19%,0%,-17%,0%,191%[activator],17%
CC1CCN(CCCn2c(SCC(=O)Nc3ccccc3Cl)nc3ccccc3c2=O)CC1,0%,3%,0%,-13%,0%,-26%,i,29%,31%[activator][57.1 µM]
COc1ccc(NC(=O)COC(=O)CCc2ccc(S(=O)(=O)N3CCOCC3)cc2)cc1OC,2%,2%,0%,33%,-3%,-8%,-3%,-1%,16%
COc1ccccc1CNC(=O)CN1C(=O)CSc2ccc(S(=O)(=O)N(C)C)cc21,1%,2%,-2%,36%[activator],6%,30%,i,-18%,7%[57.1 µM]
Cc1ccc(S(=O)(=O)/N=C/c2c(O)ccc3ccccc23)cc1,22%,-28%,55%[activator],-10%,18%,u,-2%,u,u
COc1ccc(Nc2ccc3cc(S(=O)(=O)N4CCCC4)ccc3n2)cc1Cl,5%,5%,3%,41%[activator],4%,7%,-8%,-14%,-16%[57.1 µM]
Cc1cccc(-c2nc(Cn3c(SCc4cc(C)ccc4C)nc4ccncc43)c(C)o2)c1,-10%,-32%,40%[activator],29%,0%,-29%,7%,-12%,-25%
CCOc1cc(/C=N/NC(=O)COc2cccc(C)c2)ccc1OC(=O)c1cccs1,0%,-13%,7%,15%,0%,-28%,x,5%,9%
COc1ccc2nc(SCC(=O)Nc3nonc3C)[nH]c2c1,-3%,-11%,0%,38%,0%,1%,i,7%,28%[57.1 µM]
COc1cccc(OCC(=O)Nc2ccccc2C(=O)Nc2ccc(C(=O)O)cc2)c1,0%,-2%,5%,65%[activator],6%,-5%,i,-24%,4%
Cc1cc(OCC(=O)O/N=C(\N)Cc2cccs2)ccc1Br,2%,-18%,7%,323%,x,132%[activator],-9%,12%,-3%
CC1CCC(NC(=O)COC(=O)c2cccnc2Cl)CC1 (configuration not stated),3%,-10%,-2%,22%,2%,-15%,-7%,23%,32%
COC(=O)c1cc(OC)c(OC)cc1NC(=O)CN1CCCCC1,1%,16%,7%,33%,0%,-6%,-3%,23%,-9%
COc1ccc2sc(-c3ccc(S(C)(=O)=O)cc3)c(C(=O)NCCCN3CCCC3=O)c2c1,-1%,-19%,-1%,70%[activator],1%,-5%,-1%,5%,2%
N#C/C(C(=O)NCc1ccco1)=C1/SC=C(c2ccccc2)N1c1ccccc1,-4%,-32%,8%,35%,-1%,-7%,4%,-2%,0%
CSc1ccccc1C(=O)N1CCCCC1,-3%,-35%,-1%,53%[activator],0%,3%,-4%,13%,12%
COc1cccc(-n2nnc3c(=O)n(CC(=O)Nc4cc(C)on4)cnc32)c1,-5%,14%,10%,25%,5%,-13%,-5%,-10%,-1%
O=C(COC(=O)CCc1c[nH]c2ccccc12)NC(c1ccccc1)c1ccccc1,7%,-12%,-2%,u,-5%,u,i,-19%,2%
